CHRM4 antagonist = human M4 muscarinic receptor antagonists, primary screen, CHO cells, Fluo-8 calcium fluorescence; Muscarinic acetylcholine receptor M4 (Homo sapiens), P08173; CHO-hM4 cells, ACh EC80; inhibition, % at 3 µM; 360,000 tested, 0.73% active;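 active means inhibition above its plate's cutoff, the mean inhibition of sample wells plus 3 SD, cut at about 27% in these data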;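 further: 0% = acetylcholine EC80 with DMSO and 100% = DMSO without agonist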
Target sequence (P08173 whole entry, looked up): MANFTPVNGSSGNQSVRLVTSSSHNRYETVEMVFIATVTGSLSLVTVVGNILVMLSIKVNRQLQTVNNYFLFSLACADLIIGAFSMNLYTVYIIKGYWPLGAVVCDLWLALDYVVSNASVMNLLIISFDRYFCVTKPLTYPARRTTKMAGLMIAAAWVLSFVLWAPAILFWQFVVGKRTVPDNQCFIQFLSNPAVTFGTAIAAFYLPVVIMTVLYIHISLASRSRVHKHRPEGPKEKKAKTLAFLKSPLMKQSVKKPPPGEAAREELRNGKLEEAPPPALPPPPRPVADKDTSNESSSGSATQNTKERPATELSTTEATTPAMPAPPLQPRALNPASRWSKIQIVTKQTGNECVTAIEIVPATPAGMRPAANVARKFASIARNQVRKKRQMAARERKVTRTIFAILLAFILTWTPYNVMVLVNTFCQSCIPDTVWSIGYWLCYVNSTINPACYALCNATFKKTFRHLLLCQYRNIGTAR
M5 ag = human M5 muscarinic receptor agonists, primary screen, CHO-K1 cells, Fluo-8 calcium fluorescence; CHO-K1 hM5 cells; 0% DMSO wells, 100% maximal acetylcholine response; activation, % at 3 µM; 360,000 tested, 0.19% active; AID 624037, 2012;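 active means activation above the run's mean over test compounds plus 3 SD, cut at about 23% in these data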;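 further: signal is peak over basal fluorescence ratio across the kinetic read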
CRFR2-BP ag = agonists of CRF-BP/CRF-R2 complex, primary screen, cell-based, HEK293, calcium dye fluorescence, uHTS. AID 588473, 2011. activation, % at 13.2 µM. 350,000 tested, 0.46% active. CRF-binding protein / CRF receptor 2 complex (human). calcium dye fluorescence (FLIPR); percent of saturating CRF peptide response;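 active means activation of at least 50%, plus an integration ratio under a set limit after plate pattern correction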;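 further: plate controls were neutral control wells without compound for no effect and CRF at EC100 for full effect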
M1 PAM = human M1 muscarinic receptor positive allosteric modulators, primary screen, CHO-K1 cells, Fluo-8 calcium fluorescence, 1536-well; Muscarinic acetylcholine receptor M1 (Homo sapiens), P11229; CHO-K1 hM1, ACh EC20; 0% = ACh EC20, 100% = maximal ACh; activation, % at 3 µM; 360,000 tested, 0.088% active; in the data active means activation above about 19%, passing the limit was not always enough
Target sequence (P11229 whole entry, looked up): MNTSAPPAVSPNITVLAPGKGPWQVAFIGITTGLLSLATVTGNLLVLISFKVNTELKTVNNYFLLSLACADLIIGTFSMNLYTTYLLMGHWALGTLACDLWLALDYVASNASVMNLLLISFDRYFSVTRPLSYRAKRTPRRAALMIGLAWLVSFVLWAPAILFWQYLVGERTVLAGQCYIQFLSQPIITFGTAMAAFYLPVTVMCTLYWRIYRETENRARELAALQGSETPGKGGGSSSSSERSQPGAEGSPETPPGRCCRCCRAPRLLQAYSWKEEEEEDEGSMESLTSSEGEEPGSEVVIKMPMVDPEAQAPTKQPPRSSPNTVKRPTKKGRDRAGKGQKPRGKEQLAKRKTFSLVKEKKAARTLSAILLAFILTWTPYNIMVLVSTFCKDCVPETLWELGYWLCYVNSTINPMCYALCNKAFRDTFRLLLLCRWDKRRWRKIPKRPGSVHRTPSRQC
CRFBP-R2 block = antagonists of CRF-BP/CRF-R2 complex, primary screen, cell-based, HEK293, calcium dye fluorescence, uHTS. CRF-induced calcium fluorescence. inhibition, % at 11.8 µM. 350,000 tested, 0.59% active. AID 588475, 2011;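 active means inhibition of the ligand-induced calcium signal above about 50% at the single tested concentration, limit read from the data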
M4 PAM = human M4 muscarinic receptor positive allosteric modulators, primary screen, CHO-K1 cells, Fluo-8 calcium fluorescence; 360,000 tested, 0.4% active; CHO-K1 hM4/Gqi5, ACh EC20; 0% = ACh EC20, 100% = maximal ACh; activation, % at 3 µM; AID 624126, 2012; Muscarinic acetylcholine receptor M4 (Homo sapiens), P08173;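 active means activation above its plate's cutoff, the mean activation of sample wells plus 3 SD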; further: some results filed as inactive read as strong as hits
M4 ag = human M4 muscarinic receptor agonists, primary screen, CHO-K1 cells, Fluo-8 calcium fluorescence; activation, % at 3 µM; AID 624127, 2012; CHO-K1 hM4/Gqi5; vehicle 0%, full acetylcholine response 100%; 360,000 tested, 0.14% active;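 active means activation above the run mean over all test wells plus 3 SD, cut at about 32% in these data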;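 further: peak over basal fluorescence ratio per well then scaled between controls; 0% = DMSO wells and 100% = acetylcholine at EC100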
CHRM5 PAM = human M5 muscarinic receptor positive allosteric modulators, primary screen, CHO-K1 cells, Fluo-8 calcium fluorescence | activation, % at 3 µM | 360,000 tested, 0.3% active | Muscarinic acetylcholine receptor M5 (Homo sapiens), P08912 | CHO-K1 hM5, ACh EC20 PAM; 0% = ACh EC20, 100% = ACh EC100;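 active means activation above the run cutoff, the mean activation of all test compounds plus 3 SD, cut at about 18% in these data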
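System: CHO-K1 hM5 cells. Reagent: acetylcholine, EC20 level. Compound dosing: single dose, 3 µM nominal final test concentration. Timing: Post-acetylcholine fluorescence recording 140 s. Detection: Fluo-8 calcium fluorescence. Read-out: % activation, ACh-normalized. Benchmarks: ACh EC20 and EC100 wells. Repeats: singlicate, one well per test compound.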
M5 antag = human M5 muscarinic receptor antagonists, primary screen, CHO cells, Fluo-8 calcium fluorescence | CHO-hM5 cells, ACh EC80 | inhibition, % at 3 µM | 360,000 tested, 0.59% active | AID 624040, 2012;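 active means inhibition above a per-plate cutoff, the mean of that plate's test compounds plus 3 SD, cut at about 27% in these data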;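 further: 0% = acetylcholine EC80 with DMSO and 100% = DMSO without agonist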
* marks the source's active call; other numbers are inactive results; . = not tested or not shown.

structure	CRFR2-BP ag	CHRM4 antagonist	CHRM5 PAM	M4 ag	M1 PAM	M5 antag	M5 ag	M4 PAM	CRFBP-R2 block
CCCCc1ccc(NC(=O)COC(=O)c2ccc3ncsc3c2)cc1	2.1	-6	-3	1	1	9	0	-4	-25
Cc1ccccc1CSc1nc2[nH]ncc2c(=O)[nH]1	2.0	5	-5	1	-2	-7	-3	-6	-6
COc1ccccc1NC(=O)c1cc2ccc(O)cc2o/c1=N\O	2.4	18	-5	7	5	3	6	-3	-14
CCOC(=O)C1C(=O)CC(C)(O)C(C(=O)OCC)C1c1ccc([N+](=O)[O-])cc1 (stereo not drawn)	-1.5	8	-3	0	4	8	-2	0	1
Cc1cc(=O)[nH]c(SCC(=O)Nc2ccc(Br)cc2)n1	-2.2	-10	1	1	3	4	5	-2	3
O=C(O)c1ccc(Br)cn1	1.4	-1	13	1	19	-5	2	20*	4
COCCn1nnnc1C(c1cccs1)N1CCN2CCCC2C1 (stereo not drawn)	-1.3	2	-4	0	-18	-10	-11	-4	-10
Cc1cc(C(=O)NNC(=O)/C=C/c2ccc(F)cc2)c(C)o1	0.9	-13	-3	0	1	-5	-1	1	14
Cn1c(=O)[nH]c(=O)c2c1nc(N/N=C/C(Br)=C/c1ccccc1)n2CCO	-0.2	10	7	0	5	-2	-2	-1	1
Cc1ccccc1N(C(=O)CCC(=O)Nc1ccccn1)C(C(=O)NC(C)C)c1ccc(F)cc1 (stereo not drawn)	0.6	-8	5	0	23	-7	-1	5	-15
CC(=O)c1ccc(N2CCN(C(=O)CCCn3c(=S)[nH]c4cc5c(cc4c3=O)OCO5)CC2)cc1	-1.8	11	1	1	5	-2	0	5	19
COc1ccc(-n2ccnc(SCC(=O)NC3CCCC3)c2=O)cc1OC	-1.1	-10	1	0	12	7	3	6	20
Nc1nc(Cl)cc(Oc2ccc([N+](=O)[O-])cc2)n1	-0.4	-22	-4	2	1	-2	-3	-4	6
O=C(COc1ccc(F)cc1)Nc1nnc(S(=O)(=O)N2CCCC2)s1	0.3	-1	-1	0	0	-2	0	0	2
COCCn1c(SCC(=O)NC(=O)NCc2ccccc2)nc2ccccc2c1=O	-2.1	-1	5	1	10	2	2	-2	5
O=C(CSc1nccn1-c1cccc(F)c1)NC1CCCC1	1.2	-8	1	1	17	0	-1	12	-8
COc1cccc(CN(CC2CCCO2)S(=O)(=O)c2ccc(S(=O)(=O)NCC3CCCO3)cc2)c1OC (stereo not drawn)	-4.8	3	-3	2	8	4	-2	2	1
C(=C\c1ccccc1)/CSc1ccccn1	1.1	-1	3	0	11	-7	-4	4	-12
CC(=O)Nc1ccc(N/C=C/C(=O)c2ccc(C)cc2)cc1	0.5	1	-9	1	7	18	0	5	-5
O=C(N/N=C/c1cccs1)/C(=C/c1ccccc1)NC(=O)c1ccccc1	-1.0	1	0	1	8	-4	-1	-4	0
CC(C)(C)OC(=O)C1C(=O)CC(C)(O)C(C(=O)OC(C)(C)C)C1c1ccco1 (stereo not drawn)	-9.8	-6	-11	4	1	1	0	-6	-45
Cc1cc(C)n2cc(-c3ccc(Cl)cc3)c(C(=O)O)c2n1	-2.3	-1	2	-1	4	-17	-4	-2	-11
CC(C)OCCCNC(=O)NC12CC3CC(CC(C3)C1)C2	-1.1	-14	-3	0	1	-4	-3	-4	5
CCCCC[C@H](C)N1C[C@@H](COCc2ccccc2)Oc2cc(N3CCC[C@H]3COC)ccc2S1(=O)=O	.	-2	-4	0	.	0	0	0	.
CC(Oc1cc2oc(=O)c3c(c2cc1Cl)CCC3)C(=O)NCc1cccnc1 (stereo not drawn)	-0.1	5	2	2	4	-2	-2	7	-5
CC(C)[C@H](NC(=O)c1ccccc1)C(=O)NC1=NCCS1	-0.7	-2	11	0	5	-11	1	2	-6
C[C@H]1CN([C@@H](C)CO)C(=O)CCCn2nncc2CO[C@@H]1CN(C)Cc1ccncc1	0.8	2	2	1	1	-3	2	-1	-15
O=C1CCC([N+](=O)[O-])C(c2cc3c(cc2Br)OCO3)N1 (stereo not drawn)	0.5	-1	1	0	10	0	0	4	10
Cc1cccc(-n2c3nc(=O)[nH]c(=O)c-3cc3cc([N+](=O)[O-])ccc32)c1	1.9	-18	-1	1	-10	-8	-4	2	-56
C/C(=N\NC(=O)C(O)(c1ccccc1)c1ccccc1)c1ccc(NC(=O)CCCC(=O)O)cc1	-1.0	-3	-5	1	-3	18	-1	-5	-2

Among those listed so far, these contain two or more sulfur atoms:
structure	CRFR2-BP ag	CHRM4 antagonist	CHRM5 PAM	M4 ag	M1 PAM	M5 antag	M5 ag	M4 PAM	CRFBP-R2 block
O=C(COc1ccc(F)cc1)Nc1nnc(S(=O)(=O)N2CCCC2)s1	0.3	-1	-1	0	0	-2	0	0	2
COc1cccc(CN(CC2CCCO2)S(=O)(=O)c2ccc(S(=O)(=O)NCC3CCCO3)cc2)c1OC (stereo not drawn)	-4.8	3	-3	2	8	4	-2	2	1

New compounds follow.
structure	CRFR2-BP ag	CHRM4 antagonist	CHRM5 PAM	M4 ag	M1 PAM	M5 antag	M5 ag	M4 PAM	CRFBP-R2 block
Cc1ccc(S(=O)(=O)N2N=C3CCCCC3C2(O)C(F)(F)F)cc1 (stereo not drawn)	-2.0	3	2	-2	4	1	-4	-2	-4
Cc1cccc(OCC(=O)N(Cc2ccccc2)c2c(N)n(Cc3ccccc3)c(=O)[nH]c2=O)c1	-0.5	0	10	1	23*	-2	1	7	-8
COc1ccc(-c2cn3c(C)c(C(=O)N4CCCc5ccccc54)sc3n2)cc1	-0.7	-7	-1	3	-4	-5	1	-9	-3
COc1cc(NC(=O)CSc2nnc3ccccn23)cc(OC)c1OC	-2.6	-12	2	0	4	-1	0	6	-19
COc1cc(CNCCCN2CCOCC2)ccc1OCC(=O)Nc1cccc(C(F)(F)F)c1	1.6	8	-5	3	-4	14	-6	-4	-2
CCN(CC(=O)NCc1ccc(Cl)cc1)C(=O)CN1C(=O)NC(C)(c2ccccc2)C1=O (stereo not drawn)	-0.5	12	-2	1	-5	12	-2	-3	3
COc1cc2c(-c3ccc4cc[nH]c4c3)c(-c3ccsc3)oc(=O)c2cc1OC	0.6	3	-10	-1	-25	3	-5	-13	1
O=C(CSc1nnc(Cc2ccccc2)o1)Nc1ccccc1	-1.1	3	-1	1	1	15	-1	-2	-8
Cc1ccc(S(=O)(=O)c2cc3c(=O)n4cccc(C)c4nc3n(C3CCCCC3)c2=N)cc1	9.3	-4	-1	1	4	3	-2	0	8
CCOC(=O)C1CCN(C(=S)Nc2ccc(S(N)(=O)=O)cc2)CC1	-1.2	1	-4	0	-1	1	2	9	6

Entries listed so far printed as active in M4 PAM.
SMILES | CRFR2-BP ag | CHRM4 antagonist | M4 ag | M1 PAM | M5 antag | M5 ag | M4 PAM | CRFBP-R2 block
O=C(O)c1ccc(Br)cn1 | 1.4 | -1 | 1 | 19 | -5 | 2 | 20* | 4

Other records:
structure	CRFR2-BP ag	CHRM4 antagonist	CHRM5 PAM	M4 ag	M1 PAM	M5 antag	M5 ag	M4 PAM	CRFBP-R2 block
CN(C(=O)COC(=O)c1ccc2c(c1)NC(=O)CS2)C1CCS(=O)(=O)C1 (stereo not drawn)	0.3	-3	4	1	10	0	1	5	19
Cc1ccc(CNC(=O)CSc2c3c(nc4ccc(Cl)cc24)CCCC3)o1	0.2	2	-4	0	-5	3	-4	1	10
COc1ccc(CCNC(=O)CCN2C(=O)[C@@H]3Cc4ccccc4CN3C2=O)cc1OC	-0.8	10	-13	20	-17	14	3	-9	-7
CC1CCCCC1NC(=O)CN1C(=O)CSc2cc(S(=O)(=O)N3CCCCCC3)ccc21 (stereo not drawn)	-3.8	-6	2	1	10	-4	-2	-2	3
COc1ccc(/C=C/C(=O)c2cc(Cl)cc(Cl)c2O)c(OC)c1	1.1	12	4	0	6	-3	-3	12	-9
CC(C)c1ccc(CN2CC(C(=O)O)CC2=O)cc1 (stereo not drawn)	-0.5	1	-8	1	-1	2	1	5	9
CCN(CC)CCNC(CC(=O)Nc1ccc(Cl)cc1Cl)C(=O)O (stereo not drawn)	5.0	1	-1	0	-1	1	-1	13	4
CCCS(=O)(=O)NC(=O)C1(C)CCN(C(=O)c2cccnc2Oc2ccccc2)C1 (stereo not drawn)	.	-1	2	1	-2	2	1	2	.
COCCn1c(SCC(=O)N2CCCCC2)nc2c(c1=O)SCC2	-1.4	8	0	-1	13	9	-6	5	8
O=C(NNS(=O)(=O)c1cccc(Cl)c1Cl)c1cccc(S(=O)(=O)N2CCOCC2)c1	-0.9	10	6	0	2	4	1	12	28
COCCCN1CN(S(=O)(=O)c2ccc(C)cc2C)c2nc3ccccc3nc21	-2.0	-9	21*	4	7	-7	0	4	5
COc1ccccc1OCCOCCN1CCCC1	-2.4	-5	3	0	8	7	-5	-1	1
Cc1cc(C(=O)NNC(=S)NC2CCCCC2)cs1	-0.7	-7	-3	3	-3	-5	1	7	1
COc1ncnc2c1cnn2-c1ccccc1	-2.6	-16	4	1	1	-8	0	27*	9
CSc1nc2ccc(NS(=O)(=O)c3ccc4c(c3)OCCO4)cc2s1	-4.8	19	-6	9	-7	7	8	7	16
CCN1CCN(C(=O)CN(c2cc(OC)ccc2OC)S(C)(=O)=O)CC1	-0.6	-13	-1	1	4	-2	-4	21	31
c1ccc(CSc2nnc(-c3ccco3)c(-c3ccco3)n2)cc1	-0.4	5	-5	2	5	11	3	-8	-2
CC(c1ccccc1)n1c(-c2ccc(C(C)(C)C)cc2)n[nH]c1=S (stereo not drawn)	0.5	7	-6	-2	0	-2	-9	-9	-1
CCCc1ccc2oc(C(=O)N(Cc3ccncc3)CC3CCCO3)c(C)c2c1 (stereo not drawn)	0.0	10	-4	5	3	10	-5	-2	3
COc1ccc(N2CCOCC2)c(NC(=O)c2ccco2)c1	-0.2	2	1	1	13	15	-2	-2	-9
CCNC(=O)NC(=O)COc1ccccc1C#N	2.5	5	-2	1	-3	0	2	2	-13
Cc1ccc(OCC(O)Cn2c(=N)n(Cc3ccccc3)c3ccccc32)cc1 (stereo not drawn)	0.4	12	-7	33*	-5	10	3	-24	-14
COCc1cc(=O)[nH]c2cc(NC(=O)C(C)(C)CCl)c(C)cc12	-0.8	8	3	1	13	-7	-1	1	6
CCOC(=O)c1[nH]c2ccccc2c1NC(=S)Nc1cccc(C)c1C	-1.1	-13	0	0	6	2	1	6	3
COC(=O)/C=C/c1cnc2ccccc2c1	-1.7	-3	4	1	12	6	1	1	-3
Cc1nnc(SCc2cccc([N+](=O)[O-])c2)s1	-4.2	24	-16	0	6	5	-11	-19	-2
COc1cccc(C(C)(O)c2nc(-c3cccc4cccnc34)cs2)c1 (stereo not drawn)	.	-25	-4	8	0	-7	-1	-3	.
CC1(C)CC(=O)C2=C(C1)N(Cc1cccnc1)C(=O)C2(NC(=O)c1cccnc1)C(F)(F)F (stereo not drawn)	0.4	-4	5	1	12	-2	-2	10	-4

Bioassay records: PubChem, several laboratories
